Assay outcomes from PubChem.
MCF10A rereplic = A quantitative high throughput screen for small molecules that induce DNA re-replication in MCF 10a normal breast cells; MCF 10A DNA re-replication, Hoechst nuclear intensity, 48 h; Potency, µM (highest dose often 46.1 µM), inactives show at the top dose activity, positive = re-replication, hits mostly activators; actives 2.9% (n = 350,000); AID 624296, 2012; further: potency means the concentration at half of the fitted maximal effect; % of control where 0% means no effect; nearly all actives have a fitted effect of over 50% in size
HT1080 IDH1KD tx = qHTS for induction of synthetic lethality in tumor cells producing 2HG: qHTS for the HT-1080-IDH1KD cell line; HT-1080 IDH1 knockdown viability, ATP luminescence, 48 h; Potency, µM (doses to about 46.1 µM), inactives show at the highest dose activity, negative = toxicity, most hits filed as cytotoxic; actives 2% (n = 360,000); AID 686971, 2013;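 further: potency means the concentration at half of the fitted maximal effect; 0% = DMSO wells and -100% = cell-free medium wells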
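Luminescent ATP read-out (CellTiter-Glo, 10 min at room temperature) after 48 h compound exposure at 37 °C gave viability of IDH1-knockdown HT-1080 cells. Activity was normalised to DMSO and cell-free wells, then fitted as concentration-response curves.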
HepG2 viability = qHTS for Inhibitors of TGF-b: Cytotox Counterscreen; AID 588856, 2011; Potency, µM (doses to about 46.1 µM), for inactives: top-dose activity change, negative = cytotoxicity, hits mostly cytotoxic; actives 0.76% (n = 410,000); HepG2 CAGA-GFP viability, ATP luminescence, 18 h; further: potency means the concentration at half of the fitted maximal effect; some results filed as inactive show a strong effect at the top dose
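HepG2 CAGA-GFP cells (1000/well, DMEM with 1% FBS) received compound, then TGF-beta at 500 pg/mL final, and were incubated 18 hours at 37 degrees C. Viability was read by CellTiter-Glo luminescence. Media-only wells were set as complete cell-killing and DMSO as no toxicity.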
KB-3-1 tox = qHTS assay for MDR1-selective chemotherapeutics: Primary screen using the parental adenocarcinoma cell KB-3-1; KB-3-1 viability, CellTiter-Glo ATP luminescence, 72 h; Potency, µM (highest dose often 46.1 µM), for inactives: at the top dose activity change, negative = cytotoxic, usual class: cytotoxic; actives 1.4% (n = 400,000); AID 1347075, 2019; further: potency means the concentration at half of the fitted maximal effect; on the % scale 0 is the no-effect control and ±100 the full control effect; nearly all actives have a fitted effect of over 60% in size
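Cytotoxicity in the drug-sensitive parental line KB-3-1 was scored as loss of CellTiter-Glo luminescence following 72 h incubation with compound. Values come from curve fitting of normalized concentration-response data.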
ATXN2 expr inh = Primary qHTS for Inhibitors of ATXN expression; actives 0.72% (n = 360,000); HEK-293 ATXN2-luciferase reporter, luminescence, 24 h; Potency, µM (top dose mostly 57 µM), without a hit: top-dose activity change, negative = inhibition, most hits filed as inhibitors; AID 1745845, 2022; further: potency means the concentration at half of the fitted maximal effect; on the % scale 0 is the no-effect control and ±100 the full control effect; nearly all actives have a fitted effect of over 55% in size
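qHTS (up to 57 uM final) was run with 24 h compound exposure of reporter cells at 37 °C. Each well was multiplexed: SteadyGlo luminescence measured ATXN2-luciferase expression after a fluorogenic Gly-Phe-AFC viability readout (25 uM final).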
IL-1B inflam inh = qHTS for Inhibitors of Inflammasome Signaling: IL-1-beta AlphaLISA Primary Screen | actives 4.7% (n = 360,000) | THP-1 LPS/ATP IL-1B secretion, AlphaLISA, 16 h; active compounds read low | AID 743279, 2014 | activity change, % at 57.5 µM; in the data active means activity change below about -50%; inconclusive means mostly about -30% to -49%; further: on the % scale 0 is the no-effect control and ±100 the full control effect
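Secreted IL-1B measured by AlphaLISA bead assay after 16 h compound exposure of THP-1 cells; compounds (final up to 57.5 uM) added 1 h before LPS (250 ng/mL) and ATP (1.25 mM) stimulation; lower signal means less secretion.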
SW480 rereplic = A quantitative high throughput screen for small molecules that induce DNA re-replication in SW480 colon adenocarcinoma cells; SW480 DNA re-replication, Hoechst DNA content imaging, 48 h; Potency, µM (series often up to 46.1 µM), for the others: at the top dose re-replication activation, hits mostly activators; actives 1.8% (n = 340,000); AID 624297, 2012; further: potency means the concentration at half of the fitted maximal effect; % of control where 0% means no effect; nearly all actives have a fitted effect of over 55% in size
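First, 250 cells per well were seeded. Next, compound or vehicle (23 nL) was pinned in, plates sat 48 hr at 37 C. Finally Hoechst was added for 40 min before fluorescence scanning.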
ATXN viability = Viability Counterscreen for Primary qHTS for Inhibitors of ATXN expression | actives 0.49% (n = 400,000) | Potency, µM (highest dose often 56.7 µM), usual class: cytotoxic | S2 cells (HEK-293 line with an ATXN2-luciferase reporter) viability, CellTiter-Fluor protease fluorescence, 24 h; further: potency means the concentration at half of the fitted maximal effect; nearly all actives have a fitted effect of over 40% in size
HT1080-NT tox = qHTS for induction of synthetic lethality in tumor cells producing 2HG: qHTS for the HT-1080-NT fibrosarcoma cell line; HT-1080-NT fibrosarcoma viability, CellTiter-Glo ATP luminescence, 48 h; actives 1.6% (n = 360,000); Potency, µM (highest dose often 46.1 µM), for inactives: at the highest dose activity, negative = less viability, most hits filed as cytotoxic;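 further: NT is the 2HG producing partner of a matched IDH1 knockdown line; potency means the concentration at half of the fitted maximal effect; 0% = DMSO-treated cells and -100% = media-only wells without cells; nearly all actives have a fitted effect of over 55% in size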
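A 48-hour cytotoxicity screen used HT-1080-NT cells plated 2 hours before compound delivery. ATP-based CellTiter-Glo luminescence measured viability, normalized to DMSO and no-cell controls.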
* hit, by the source's call; i = inactive; ? = inconclusive; · = not tested or not shown; [ ] = dose if it differs, or a comment. Unless noted, the call rests on the fitted dose curve; in most records, active means well fitted curve in the direction sought with a large enough effect; inconclusive means small, poorly fitted or top-dose-only effect, or another doubt; inactive means no such curve, though single readings can be large; an effect the other way counts as inactive or inconclusive. Rows are unselected, and some 8.9% of all compounds hit somewhere here.

Molecule,IL-1B inflam inh,HT1080-NT tox,ATXN2 expr inh,HepG2 viability,MCF10A rereplic,KB-3-1 tox,SW480 rereplic,HT1080 IDH1KD tx,ATXN viability
O=C(Nc1cccc(-n2cnnn2)c1)c1ccccc1Br,7,-4%,-3%,0%,0%,-4%,11%,-4%,i
COC(=O)c1cc(C#N)c(N2CCOCC2)nc1C,6,6%,-2%,5%,-12%,-18%,-9%,-1%,i
O=[N+]([O-])c1ccccc1C=NNC(=S)NN=Cc1ccccc1[N+](=O)[O-],-7,?,20%,0%,18µM*,?,21µM*,?,i
Cc1c(-c2nnc(-c3ccc(C(F)(F)F)cc3)o2)cnn1-c1ccccc1,-9,8%,7%,-61%,17%,-2%,4%,6%,i
CNC(=O)c1sccc1S(=O)(=O)Cc1c(Cl)cccc1Cl,-7,8%,-1%,-14%,1%,11%,-4%,8%,i
COc1ccc(OC)c(C2CC(=O)Nc3c2c(=O)n(C)c2ncnn32)c1 (stereo unspecified),·,·,-5%,-47%,·,-3%,·,·,i
COc1ccc(C(=O)NC(c2ccc(Cl)cc2)c2cc(Cl)c3cccnc3c2O)cc1 (stereo unspecified),·,·,-5%,-18%,·,-24%,·,·,i
COc1ccccc1CCNC(=O)C1CCC(=O)N(Cc2cccc(F)c2)C1 (stereo unspecified),10,2%,28%,-18%,0%,-24%,7%,6%,i
CSc1ccc(CN2CCSCC2)cc1,8,19%,-4%,-1%,0%,1%,0%,28%,?
COc1ccccc1CNC(=O)CCNC(=O)c1ccco1,-8,-1%,4%,-4%,4%,19%,0%,2%,i
CCN(c1ccccc1)S(=O)(=O)c1ccc(Cl)c(C(=O)NC2CCN(Cc3ccccc3)CC2)c1,-21,-12%,?,-18%,?,?,5%,-13%,?
COc1cc(NC(=O)CCCN2C(=O)NC(C)(C)C2=O)cc(OC)c1,1,0%,0%,-14%,-8%,2%,-7%,10%,?
O=C(COC(=O)c1cc(-c2cccs2)nc2ccccc12)c1ccc(F)cc1,·,·,3%,15%,·,12%,·,·,i
CCOC(=O)c1c(NC(=O)Cc2cccs2)sc(C(=O)NC2CCCC2)c1C,8,?,-24%,0%,25%,4%,-9%,-22%,?
CC(C)N(C(=O)Cn1cnc2c(cnn2-c2ccccc2Cl)c1=O)C(C)C,-10,1%,-2%,-1%,18%,-2%,-1%,-3%,i

9 structures out of the list, arranged by SMILES length, ascending.
Molecule,IL-1B inflam inh,HT1080-NT tox,ATXN2 expr inh,HepG2 viability,MCF10A rereplic,KB-3-1 tox,SW480 rereplic,HT1080 IDH1KD tx,ATXN viability
COC(=O)c1cc(C#N)c(N2CCOCC2)nc1C,6,6%,-2%,5%,-12%,-18%,-9%,-1%,i
COc1ccccc1CNC(=O)CCNC(=O)c1ccco1,-8,-1%,4%,-4%,4%,19%,0%,2%,i
O=C(Nc1cccc(-n2cnnn2)c1)c1ccccc1Br,7,-4%,-3%,0%,0%,-4%,11%,-4%,i
COc1cc(NC(=O)CCCN2C(=O)NC(C)(C)C2=O)cc(OC)c1,1,0%,0%,-14%,-8%,2%,-7%,10%,?
COc1ccc(OC)c(C2CC(=O)Nc3c2c(=O)n(C)c2ncnn32)c1 (stereo unspecified),·,·,-5%,-47%,·,-3%,·,·,i
CCOC(=O)c1c(NC(=O)Cc2cccs2)sc(C(=O)NC2CCCC2)c1C,8,?,-24%,0%,25%,4%,-9%,-22%,?
Cc1c(-c2nnc(-c3ccc(C(F)(F)F)cc3)o2)cnn1-c1ccccc1,-9,8%,7%,-61%,17%,-2%,4%,6%,i
COc1ccc(C(=O)NC(c2ccc(Cl)cc2)c2cc(Cl)c3cccnc3c2O)cc1 (stereo unspecified),·,·,-5%,-18%,·,-24%,·,·,i
O=[N+]([O-])c1ccccc1C=NNC(=S)NN=Cc1ccccc1[N+](=O)[O-],-7,?,20%,0%,18µM*,?,21µM*,?,i

The results go on:
Molecule,IL-1B inflam inh,HT1080-NT tox,ATXN2 expr inh,HepG2 viability,MCF10A rereplic,KB-3-1 tox,SW480 rereplic,HT1080 IDH1KD tx,ATXN viability
CC(=O)N1CC(=O)N(OCc2ccccc2)C1c1ccc(Cl)cc1Cl (stereo unspecified),-4,2%,6%,-12%,0%,-14%,1%,-8%,i
O=C(NCC(c1cccs1)N1CCOCC1)c1ccccc1NS(=O)(=O)c1ccc(Cl)cc1 (stereo unspecified),0,?,-22%,-27%,?,?,0%,-30%,i
O=c1[nH]ccc2c(O)cccc12,37,?,-8%,2%,?,0%,-7%,?,i
O=C(/C=C/c1ccc([N+](=O)[O-])cc1)OCC(=O)c1ccc[nH]1,-10,0%,-1%,1%,17%,·,21%,-15%,i
O=[N+]([O-])c1ccc2[nH]ncc2c1,17,2%,6%,-1%,-1%,9%,-4%,0%,i
CC(C)CC(c1nnnn1Cc1ccco1)N1CCN(c2cccc(Cl)c2)CC1 (stereo unspecified),-21,-20%,-22%,2%,?,10µM*,?,-22%,i
OC(c1ccc(F)cc1)c1nc(-c2ccoc2)cs1 (stereo unspecified),-9,22%,5%,-23%,·,0%,·,3%,i
CCn1nc(NC(=O)c2ccccn2)c2cc3cc(C)ccc3nc21,-14,-1%,9%,-1%,24%,-3%,?,-2%,i
Nc1c(N(CCC2=CCCCC2)C(=O)COc2ccc([N+](=O)[O-])cc2)c(=O)[nH]c(=O)n1Cc1ccccc1,17,6%,?,-1%,?,?,11%,7%,?
C[N+]1(CCCCSc2ccc(O)cc2)CCCCC1,33,-15%,-9%,3%,21%,18µM*,6%,0%,i
CC(NC(=O)CN(c1cccc(C(F)(F)F)c1)S(C)(=O)=O)c1ccccc1 (stereo unspecified),-1,-17%,8%,-2%,23%,-23%,1%,-14%,i
CCOc1ccccc1-c1noc(CSc2nnc(-c3ccccc3)n2-c2ccc(OC)cc2)n1,·,·,-5%,5%,·,-20%,·,·,i
CCC(C)(C)NC(=O)c1ccccc1Oc1ccccc1,1,1%,1%,-9%,-27%,-8%,?,2%,i
CC1(C)CC(=O)C2=C(C1)OC1=C(C(=O)CC(C)(C)C1)C2c1cc([N+](=O)[O-])cc([N+](=O)[O-])c1O,6,-20%,-25%,3%,?,?,5%,?,i
O=C(Nc1cccc(NC(=O)c2ccco2)n1)c1ccco1,-6,9%,-11%,-30%,0%,9%,-53%[inhibitor],9%,?

(more compounds)
Molecule,IL-1B inflam inh,HT1080-NT tox,ATXN2 expr inh,HepG2 viability,MCF10A rereplic,KB-3-1 tox,SW480 rereplic,HT1080 IDH1KD tx,ATXN viability
COc1ccccc1CNC(=O)c1ccc(S(=O)(=O)N(C)C)cc1,-12,-10%,3%,0%,-3%,0%,1%,3%,i
COc1ccccc1N1CCN(/N=C/c2cccc(Cl)c2)CC1,-17,9%,92%[activator],-13%,?,-14%,-49%[inhibitor],4%,i
CCCc1cc(=O)oc2c3c(cc(OCC(=O)NCCCn4ccnc4)c12)OC(C)(C)CC3,0,-12%,-13%,-54%,?,0%,-22%,-9%,i
CCOc1ccc(NC(c2ccc(Cl)cc2)c2nnc(-c3cccc(F)c3)o2)cc1 (stereo unspecified),·,·,7%,2%,·,?,·,·,i
CCn1c(CNc2ccc(C)cc2C)nnc1SCC(=O)N1CCCc2ccccc21,-23,-2%,-4%,6%,1%,0%,-5%,3%,i
COc1ccc(CC2(CO)CCN(Cc3cnn(C)c3C)CC2)cc1,0,-7%,-10%,2%,21%,-15%,0%,-4%,i
CCN(CC)Cc1nc2sc(C)c(C)c2c(=O)[nH]1,16,0%,-13%,1%,-20%,25%,-53%[inhibitor],-1%,?
O=C(O)CC1(CC(=O)O)Nc2ccccc2SC1=O,30,-3%,10%,12%,1%,-3%,-4%,2%,i
CC(C)c1ccc(NC(=O)NCc2cccnc2)cc1,10,6%,20%,-4%,0%,8%,1%,-11%,i
FC(F)(F)c1ccnc(NCc2ccco2)n1,1,0%,-13%,18%,?,9%,4%,0%,i
COCCOC(=O)C1=C(C)NC(=O)CC1c1cc2c(cc1Br)OCO2 (stereo unspecified),-11,-5%,6%,-56%,18%,-5%,-6%,0%,i
COc1ccc(C(=O)CSc2ccc(-c3ccc(C)cc3)nn2)cc1,3,7%,8%,1%,2%,1%,?,-8%,i
CCCc1nnc(NC(=O)c2cc3ccccc3o2)s1,-8,9%,51%[activator],-13%,8%,1%,0.26µM*,-10%,i
COc1cc(C(=O)Nc2ccccc2-c2nnn(CC(N)=O)n2)cc(OC)c1OC,1,?,2%,0%,9%,9%,1%,?,i
Cc1ccc(Nc2nnc(-c3ccc(C)c(S(=O)(=O)N4CCN(C)CC4)c3)c3ccccc23)c(C)c1,·,·,-5%,3%,·,3%,·,·,i
O=C(NC1CCCCC1)C(c1ccncc1)n1c(=O)c(-c2ccccc2)nc2ccccc21 (stereo unspecified),3,7%,·,·,·,-1%,·,0%,·
C=CCNC(=O)C1CC(=O)N(c2ccc(OCC(=O)Nc3ccc(Cl)c(C(F)(F)F)c3)cc2)C1 (stereo unspecified),17,?,-9%,5%,?,-2%,?,?,i
